Assay outcomes: PubChem BioAssay, several laboratories
hcDAF12 agonist: H. contortus DAF-12 nuclear receptor activators, primary screen, cell-based, luminescence, HEK293, lit1-tk-luc reporter; HEK293 hcDAF-12 lit1-tk-luc reporter; 0% DMSO, 100% Δ7-dafachronic acid; activation, % at 6.8 µM; 370,000 compounds, 1.4% hits; AID 652067, 2013;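 active = activation above the mean of all tested compounds plus 3 SD, cut at about 5.5% in these data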;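 also: 100% = response to 3 µM Δ7-dafachronic acid high control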
ssDAF-12 act: S. stercoralis DAF-12 nuclear receptor activators, primary screen, cell-based, luminescence, HEK293, GRIP1 co-expression, lit1-tk-luc; HEK293 ssDAF-12/GRIP1 lit1-tk-luc reporter; % of 3 µM dafachronic acid response; activation, % at 6.8 µM; 370,000 compounds, 1% hits;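 active = activation above the mean over all tested compounds plus 3 SD, cut at about 0.9% in these data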;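 also: 0% = DMSO-only wells and 100% = 3 µM delta7-dafachronic acid wells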
DAX1 inh-1: DAX1 (NR0B1) inhibitors on StAR promoter, primary screen, cell-based, luminescence, SF-1 (NR5A1), full-length DAX-1; HEK293T StAR-luciferase reporter, SF-1/DAX-1 repression relief; inhibition, % at 6.8 µM; 370,000 compounds, 1.1% hits; AID 652010, 2013;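 active = inhibition above the mean over all tested compounds plus 3 SD, cut at about 3.6% in these data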;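 also: 0% = DAX-1 cells with DMSO and 100% = cells lacking DAX-1 with DMSO; higher inhibition means more luminescence from relief of DAX-1 repression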
SMARCA2 act: SMARCA2 (BRM) function activators, primary screen, cell-based, luminescence, high throughput; MG213 cells, MMTV-luciferase reporter, dexamethasone, overnight; activation, % at 9.1 µM; 370,000 compounds, 1% hits; in the data active = activation above about 7.8%;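 also: 0% = vehicle wells and 100% = reference activator wells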
ADAM10 inh: human ADAM10 inhibitors, primary screen, biochemical, QFRET, HTS; Disintegrin and metalloproteinase domain-containing protein 10 (Homo sapiens), O14672; inhibition, % at 7 µM; recombinant ADAM10, EDANS/DABCYL FRET peptide cleavage, 3 h; 370,000 compounds, 0.62% hits;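 active = inhibition above a per-campaign cutoff equal to the mean of compounds falling between control-based bounds plus 3 SD, cut at about 20% in these data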;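 also: 0% = DMSO wells while the 100% control is not disclosed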
DAX1 inh-2: DAX1 (NR0B1) inhibitors, primary screen, cell-based, HEK293, Gal4-DAX1, luciferase luminescence. AID 504766, 2011. inhibition, % at 6.75 µM. 340,000 compounds, 0.99% hits. HEK293 Gal4-DAX1 luciferase reporter. Nuclear receptor subfamily 0 group B member 1 (Homo sapiens), P51843;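 active = inhibition above the mean over all tested compounds plus 3 SD, cut at about 4.2% in these data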;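 also: 0% = DAX1-transfected cells with DMSO and 100% = empty-vector control cells with DMSO; inhibition shows as a rise in luminescence from relieved DAX1 repression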
GAA850 FXN act: FXN promoter activators, primary screen, cell-based, luciferase luminescence, HEK293 lucGAA850; HEK293 lucGAA850 FXN promoter luciferase reporter, 24 h; percent of 10 µM SAHA response; activation, % at 6 µM; 360,000 compounds, 0.56% hits;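 active = activation above the average of all compounds screened plus 3 SD, cutoff fixed separately per campaign, cut at about 7.5% in these data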;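 also: 0% = DMSO wells and 100% = 10 µM SAHA wells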
ADAM17 inh: ADAM17 inhibitors, primary screen, biochemical, QFRET; 370,000 compounds, 0.83% hits; recombinant ADAM17, EDANS/DABCYL FRET peptide cleavage; AID 720648, 2013; inhibition, % at 6.95 µM; Disintegrin and metalloproteinase domain-containing protein 17 (Homo sapiens), P78536;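 active = inhibition above the mean of compounds lying between control limits plus 3 SD, set per campaign, cut at about 8.5% in these data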;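 also: 0% = DMSO-only wells as the low control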
hgDAF12 agonist: H. glycines DAF-12 receptor agonists, primary screen, cell-based, luminescence, HEK293, GAL4 fusion, UAS-luciferase; Nuclear hormone receptor DAF-12 (Heterodera glycines), GAL4 fusion; activation, % at 6.8 µM; HEK293 GAL4-hgDAF12 UAS-luciferase reporter, agonist luminescence; normalized to butyrate control; AID 687014, 2013; 370,000 compounds, 1.8% hits;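 active = activation above a cutoff set at the mean of all screened compounds plus 3 SD, cut at about 10% in these data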;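 also: 0% = DMSO wells and 100% = sodium butyrate wells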
PG9 Ab binder: binders of HIV-1 gp120 antibody PG9, primary screen, biochemical, TR-FRET. AID 624416, 2012. 360,000 compounds, 0.43% hits. inhibition, % at 6.7 µM. HIV-1 gp120 / PG9 antibody interaction. TR-FRET gp120-PG9 antibody binding; in the data active = inhibition above about 8.5%
NPR1 activator: GC-A stimulated cGMP production enhancers – HEK293 GC-A cells, cGMP TR-FRET, EC30 ANP, primary screen. 370,000 compounds, 0.14% hits. activation, % at 10 µM. 0% at EC30 ANP, 100% saturating ANP. Atrial natriuretic peptide receptor 1 (Homo sapiens), P16066; in the data active = activation above about 40%
Target sequence (P16066 whole entry, looked up): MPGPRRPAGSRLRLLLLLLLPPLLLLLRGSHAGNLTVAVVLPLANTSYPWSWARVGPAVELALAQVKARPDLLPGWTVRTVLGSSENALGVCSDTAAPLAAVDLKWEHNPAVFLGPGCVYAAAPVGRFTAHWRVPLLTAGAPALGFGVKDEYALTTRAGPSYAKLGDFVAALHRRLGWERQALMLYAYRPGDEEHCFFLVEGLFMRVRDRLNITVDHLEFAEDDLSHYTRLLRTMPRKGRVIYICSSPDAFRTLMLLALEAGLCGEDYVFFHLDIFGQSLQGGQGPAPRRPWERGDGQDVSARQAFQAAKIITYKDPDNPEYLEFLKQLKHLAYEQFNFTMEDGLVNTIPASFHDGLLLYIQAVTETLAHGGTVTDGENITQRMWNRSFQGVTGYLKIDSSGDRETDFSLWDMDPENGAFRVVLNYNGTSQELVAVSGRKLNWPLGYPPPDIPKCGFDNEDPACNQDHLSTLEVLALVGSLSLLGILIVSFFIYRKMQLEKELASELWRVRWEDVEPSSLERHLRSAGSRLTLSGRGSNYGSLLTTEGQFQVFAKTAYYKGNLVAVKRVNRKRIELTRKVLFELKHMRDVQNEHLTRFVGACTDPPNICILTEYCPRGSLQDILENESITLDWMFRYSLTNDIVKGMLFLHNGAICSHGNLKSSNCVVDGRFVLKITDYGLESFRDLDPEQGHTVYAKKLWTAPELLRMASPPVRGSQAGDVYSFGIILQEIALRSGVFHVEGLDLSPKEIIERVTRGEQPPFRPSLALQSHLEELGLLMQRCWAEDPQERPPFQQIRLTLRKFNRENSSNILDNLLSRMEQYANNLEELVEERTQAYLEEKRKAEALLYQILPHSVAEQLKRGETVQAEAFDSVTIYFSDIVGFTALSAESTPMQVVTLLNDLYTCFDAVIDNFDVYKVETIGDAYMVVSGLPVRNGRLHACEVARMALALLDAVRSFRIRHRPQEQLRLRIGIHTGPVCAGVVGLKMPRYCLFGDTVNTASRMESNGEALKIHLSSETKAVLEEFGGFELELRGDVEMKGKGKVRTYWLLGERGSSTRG
Numbers without * were called inactive; i = inactive; x = not tested or not shown.

molecule	hcDAF12 agonist	ssDAF-12 act	DAX1 inh-1	SMARCA2 act	ADAM10 inh	DAX1 inh-2	GAA850 FXN act	ADAM17 inh	hgDAF12 agonist	PG9 Ab binder	NPR1 activator
C[C@]12CC(O)C3C(CCC4=CC(=O)CC[C@@]43C)C1CCC2c1csc(-c2ccccc2)n1 (stereo partly drawn)	0.1	-0.9	0.4	0.4	4.0	2.7	0.7	-7.7	0.3	-0.5	12.6
COc1cc(Br)c(C(=O)c2nccc3cc(OC)c(OC)cc23)cc1OC	-1.0	-1.3	-0.6	0.6	0.8	0.8	0.2	0.0	-0.5	-2.2	8.3
C/C(CC(=O)Nc1ccc(Cl)c(C(F)(F)F)c1)=N\NC(=O)c1cccc(O)c1	1.1	-1.6	-0.7	10.4*	-0.5	0.3	3.7	-0.7	-0.3	-1.8	3.5
CCCCn1c(N)c(N(CC(C)C)C(=O)CSc2n[nH]c(-c3ccc(C)cc3)n2)c(=O)[nH]c1=O	-1.4	-0.6	-1.8	0.5	-10.8	1.1	-0.6	-5.3	-1.5	-0.4	0.0
Cc1ccccc1N1C(=O)C2C3CC(=O)C(c4ccccc43)C2C1=O (stereo not drawn)	0.3	-1.6	0.0	-2.7	-8.4	0.8	4.6	-2.1	-1.4	0.7	-1.2
O=C(CC1C(=O)NCCN1Cc1cccc(Oc2ccccc2)c1)NCc1cccnc1 (stereo not drawn)	0.4	-1.4	0.1	1.6	5.7	-0.8	2.6	3.0	-0.6	-1.4	0.4
CCc1ccc(NC(=O)CCNS(=O)(=O)c2cccc3nsnc23)cc1	-1.0	-1.6	-0.3	-1.0	-2.7	-1.6	2.2	1.4	-1.1	0.0	-0.2
CC(=O)c1ccc(NC(=S)Nc2ccc(N3CCOCC3)cc2)cc1	1.1	-1.3	0.8	-0.7	1.0	1.1	-1.5	-0.7	4.4	-2.7	4.4
O=C1N(Nc2ccccc2)C(c2ccc(Br)cc2)C12CCCCC2 (stereo not drawn)	1.1	-0.3	0.3	0.5	4.1	0.3	-2.9	2.8	1.4	0.5	-11.1
O=C(C(c1ccccc1)c1ccccc1)N1CCN(Cc2ccc(Br)cc2)CC1	-0.5	-0.9	0.2	-1.9	4.7	0.5	-0.7	-1.1	-1.1	0.1	-1.4
Cc1cccc(NC(=O)CC2S/C(=N/c3nccs3)N(C)C2=O)c1 (stereo not drawn)	-0.6	-1.3	-1.0	-3.7	-5.3	0.5	0.9	-2.6	-2.0	-1.9	-5.7
COc1ccc(/C(C)=N/Nc2ncc(Cl)cc2Cl)c(O)c1	3.6	-0.9	1.0	-0.5	-4.3	-0.6	1.8	1.0	2.2	-0.2	-9.2
c1ccc(N2CCN(c3ccccc3)C2c2cccs2)cc1	0.7	-1.7	0.4	2.8	-2.3	7.7*	-1.3	-0.3	7.2	-3.0	-3.8
CCN(C(=O)Nc1ccccc1OC)c1c(N)n(Cc2ccccc2)c(=O)[nH]c1=O	-1.1	-1.1	-0.5	-6.1	0.6	0.7	-1.7	4.6	0.3	1.7	2.2
COc1ccc(NC(=O)c2cc(-c3ccc(C)cc3)on2)cc1	0.1	-0.6	-0.1	-2.2	-2.1	-0.5	1.0	-5.3	-2.1	-1.8	3.3

(further entries)
molecule	hcDAF12 agonist	ssDAF-12 act	DAX1 inh-1	SMARCA2 act	ADAM10 inh	DAX1 inh-2	GAA850 FXN act	ADAM17 inh	hgDAF12 agonist	PG9 Ab binder	NPR1 activator
CCCNC(=O)C1CCN(S(=O)(=O)c2ccc(Br)cc2)CC1	-1.7	-1.3	-0.3	1.5	-4.3	-0.8	0.5	-5.7	0.8	0.5	0.6
CC(C)(C)c1ccc(C(=O)NNC(=O)c2ccncc2)cc1	3.9	-1.8	0.2	1.4	-5.3	1.5	1.1	-3.8	-0.8	0.0	3.0
CCN(CC)c1ncn(Cc2c(Cl)cccc2Cl)c2ncnc1-2	-2.5	-1.9	-1.1	-2.0	4.8	-1.8	2.2	1.9	-1.2	0.4	6.9
CCc1nc2ccc(C(=O)Nc3ccc(C(N)=O)cc3)cn2c1N(C)CCC(C)C	-1.1	-1.5	-2.3	-3.6	3.4	x	0.9	1.0	-1.9	-1.6	-3.5
COC(=O)C1CCN(C(=O)Cc2ccc(Br)cc2)CC1	1.0	-0.4	0.5	0.2	-8.0	1.0	1.6	-2.1	9.7	-1.4	1.8
Cc1cc(C)n(C(=O)c2ccc(NC(=O)C3COc4ccccc4O3)cc2)n1 (stereo not drawn)	-1.4	-1.3	-0.7	-1.2	0.8	0.4	-2.6	-1.8	0.0	-1.0	-4.0
O=[N+]([O-])c1cccc(/C=N/Nc2nccnc2Cl)c1	1.6	-0.8	1.0	2.5	-0.5	0.9	3.0	1.0	9.8	0.8	0.3
COc1cccc(N/C(SCc2cccc([N+](=O)[O-])c2)=C(/C#N)C(=O)NCc2cccs2)c1	-1.8	-2.0	-1.0	-0.9	16.3	-0.8	-3.4	7.4	0.1	-2.4	0.7
COc1ccccc1Cc1c(C2CCCCC2)nc2cc(C)c(Br)c(C)n12	1.0	0.1	0.3	0.4	-7.2	x	x	-2.6	2.3	-1.3	-1.6
O=C(CCC(=O)c1ccc(F)cc1)OC1CCOC1=O (stereo not drawn)	-0.2	-0.8	-0.3	1.6	1.7	1.0	-0.3	-4.8	4.0	-1.1	56.2*
Cc1cccc(NC(=O)NCCc2ccc(Cl)cc2)c1	1.5	-0.1	0.1	-1.7	-6.5	-1.5	1.3	-2.7	-0.3	-1.2	1.1
O=C(CCN1CCCO1)NC1CCCc2c1cnn2-c1ccccc1F (stereo not drawn)	-0.9	-0.8	-0.5	0.3	6.7	-0.1	0.2	1.8	1.3	-0.1	1.7
CCCN1CN(Cc2ccccc2)CNC1=S	-1.9	-0.9	0.7	1.3	0.5	-0.1	-0.8	-2.8	1.3	-0.2	-1.4
CCNC(=S)N/N=C(\C)c1cccc(OC)c1	-1.7	-1.8	-0.4	0.6	1.9	0.8	-0.3	2.4	-1.8	-0.4	4.2
COCCCN1C(=O)C(=O)/C(=C(/O)c2ccc(C)cc2)C1c1ccccc1 (stereo not drawn)	-1.4	-0.9	-0.1	1.6	-8.2	-0.3	-2.1	-9.7	2.0	0.2	1.4

(next part)
molecule	hcDAF12 agonist	ssDAF-12 act	DAX1 inh-1	SMARCA2 act	ADAM10 inh	DAX1 inh-2	GAA850 FXN act	ADAM17 inh	hgDAF12 agonist	PG9 Ab binder	NPR1 activator
COc1ccc(-c2cc(C(=O)Nc3c(Cl)cc(Cl)cc3Cl)c3ccccc3n2)cc1OC	-0.8	-1.0	0.1	-2.1	-3.9	0.1	-1.8	-2.1	-0.6	-2.5	2.8
CCn1c(CSc2ncccn2)nnc1SCC(=O)N1c2ccccc2CC1C (stereo not drawn)	-1.1	-1.3	-0.9	-3.7	-3.9	0.2	-0.7	-2.5	-2.8	-1.5	1.0
COC(=O)C1=CN(Cc2ccc(OC)c(OC)c2)C=C(C(=O)OC)C1c1cccc(OC)c1OC	-1.0	-0.7	-0.4	0.0	i	2.9	0.0	i	0.2	-0.4	-2.5
CCOC(=O)N1CCN(CCC(=O)Nc2ccc(C)c(Br)c2)CC1	-1.5	-1.3	-0.4	0.0	6.9	1.9	2.3	-2.1	0.7	-0.3	0.3
COc1ccc(NC(=O)CN2C(=O)C(C)Oc3ccccc32)c(OC)c1 (stereo not drawn)	-1.7	-1.6	0.3	1.8	1.0	-0.3	-3.0	-2.2	1.0	-3.2	-0.1
COc1ccc(NC(=O)Nc2cccc3ccccc23)cc1S(N)(=O)=O	-0.5	-0.1	-0.1	-2.6	-55.7	-0.1	0.2	-17.2	1.7	-1.4	0.6
Cc1cc(C(C)(C)C)cc(C)c1C[n+]1ccc2ccccc2c1	-3.1	-1.2	-1.7	-6.3	-6.0	-2.8	-2.3	0.6	-8.3	0.0	5.8
S=C(Nc1ccccc1)N1CCOCCOCCN(C(=S)Nc2ccccc2)CCOCCOCC1	0.5	-1.4	0.5	-3.0	-4.0	0.8	0.6	-4.4	-0.3	1.6	-6.3
O=C(NC1CC(=O)N(c2ccccc2)C1)N1CCN(C(=O)c2ccco2)CC1 (stereo not drawn)	-0.3	0.0	0.0	-1.2	-4.1	2.5	1.5	-1.7	-0.9	-2.9	-0.3
Nc1c(N(Cc2ccco2)C(=O)c2ccc(Br)cc2)c(=O)[nH]c(=O)n1Cc1ccccc1	3.2	-1.1	-0.2	0.0	-7.1	-0.2	-0.7	-2.1	-2.0	-0.8	0.7
O=C(Oc1ccccc1)c1cc2ccccc2o1	1.2	-0.8	-0.3	-0.1	5.3	0.9	0.4	2.2	-1.5	0.1	-1.8
CN(C)C(=O)CCc1ccc2c3c([nH]c2c1)[C@]1(C)[C@@H](C(=O)N2CCOCC2)C[C@H](CC(=O)NCc2cccc(C(F)(F)F)c2)C(=O)N1CC3	-1.0	-0.9	-0.8	-3.4	-15.9	-1.1	-1.5	-6.2	-2.2	-1.1	3.7
O=C(NCc1ccccn1)c1ccc2c(=O)n3nc(Nc4ccccc4)sc3nc2c1	0.1	-0.8	2.9	1.2	2.4	-1.8	-0.4	-0.5	0.3	1.5	17.4
CC(C)C(=O)NC(Nc1ccccc1F)C(Cl)(Cl)Cl (stereo not drawn)	-1.3	-1.9	-0.8	-0.5	-0.5	-0.1	0.8	-3.7	-0.9	1.4	-2.0
O=C(Nc1ccc(Cl)cc1)C1CCCN(S(=O)(=O)c2cnc[nH]2)C1 (stereo not drawn)	-0.7	-0.9	0.1	-1.7	-7.2	1.3	-3.6	-1.7	-0.4	-0.2	-0.9

(listing goes on)
molecule	hcDAF12 agonist	ssDAF-12 act	DAX1 inh-1	SMARCA2 act	ADAM10 inh	DAX1 inh-2	GAA850 FXN act	ADAM17 inh	hgDAF12 agonist	PG9 Ab binder	NPR1 activator
COc1cc(C)ccc1C(=O)N1CCC(Oc2cccnc2)CC1	-2.7	-1.1	0.5	-3.1	-1.7	x	x	-5.0	3.4	x	3.3
CN(c1ccc(OCC(=O)OCC(=O)Nc2ccccc2)cc1)S(=O)(=O)c1cccs1	2.3	-1.4	-0.5	-3.6	1.6	-0.9	2.0	-1.9	-1.5	0.1	8.7
O=C1CN(C(=O)CSc2nncs2)c2ccccc2N1	0.0	-0.9	0.3	-4.4	-3.5	0.9	1.3	-4.9	1.1	-2.4	-3.2
Cc1ccccc1S(=O)Cc1ccc(C(=O)NC2CC2)o1 (stereo not drawn)	0.9	-1.0	0.7	-1.0	-5.6	-0.1	-0.8	-2.0	-2.8	-2.5	1.0
